Screening results: PubChem, National Center for Advancing Translational Sciences (NCATS)
TrxR1 inh: qHTS Assay for Inhibitors of Mammalian Selenoprotein Thioredoxin Reductase 1 (TrxR1): qHTS; Thioredoxin reductase 1, cytoplasmic (Rattus norvegicus), O89049; recombinant rTrxR1, NADPH fluorescence consumption, selenite substrate; Potency, µM (titrated, usually from 114 µM), for the others: at the top dose activity change, negative = inhibition, usual class: inhibitors; 390,000 tested, 1% active; AID 588453, 2011; active = well fitted inhibition curve with a large enough effect; inconclusive = small, poorly fitted or top-dose-only effect; inactive = no such curve, though single readings can be large or run the other way; note: nearly all actives have a fitted effect of over 65% in size
Target sequence (O89049 whole entry, looked up): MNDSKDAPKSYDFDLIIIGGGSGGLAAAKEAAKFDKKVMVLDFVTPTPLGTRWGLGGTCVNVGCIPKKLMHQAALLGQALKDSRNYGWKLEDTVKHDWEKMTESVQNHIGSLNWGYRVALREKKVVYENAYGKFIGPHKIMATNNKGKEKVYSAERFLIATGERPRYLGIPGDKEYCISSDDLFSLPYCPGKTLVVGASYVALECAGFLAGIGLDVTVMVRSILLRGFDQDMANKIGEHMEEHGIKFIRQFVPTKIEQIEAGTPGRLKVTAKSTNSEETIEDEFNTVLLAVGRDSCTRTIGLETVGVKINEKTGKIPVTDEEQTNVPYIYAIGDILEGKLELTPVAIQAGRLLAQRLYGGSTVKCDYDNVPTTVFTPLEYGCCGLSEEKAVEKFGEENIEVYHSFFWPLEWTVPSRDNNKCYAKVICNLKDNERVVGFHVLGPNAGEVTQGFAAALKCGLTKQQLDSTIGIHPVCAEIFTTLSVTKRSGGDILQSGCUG
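Rat TrxR1 (90 nM in the dispensed reagent) was pre-reduced with 400 uM NADPH for 5 min at room temperature, then incubated with compound for 15 min. After 400 uM selenite was added, NADPH fluorescence (Ex 340/Em 450 nm) was followed for 8 min.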
Numbers without * were called inactive; ? = inconclusive; [ ] = remark or other dose. % is set by controls: 0 for no effect and ±100 for the full control effect; potency is the fitted concentration of half-maximal effect. Some of the compounds tested; rates above refer to the full screens.

compound	TrxR1 inh
CC(N)=NCCCC(N)C(=O)O (stereo not given)	8%
C=C1C=C(C)n2ncc(C(=O)Nc3ccc(NC(C)=O)c(Cl)c3)c2N1	3%
Cc1cc(Br)ccc1NC(=O)COC(=O)c1ccccc1OCC(=O)N(C)C	16%
CCCCN(CCC#N)c1ccc(/C=C/c2ccnc3ccccc23)cc1	15%
O=C1CC(c2ccccc2)Cc2[nH]c(=O)c(C(=O)O)cc21 (stereo not given)	14%[0.0914 µM]
CCCC1O[C@@H]2C[C@H]3[C@@H]4CCC5=CC(=O)C=C[C@]5(C)C4[C@@H](O)C[C@]3(C)[C@]2(C(=O)CO)O1 (stereo not given in full)	0%
Cc1cc2c(cc1C)N[C@]1(C[C@H]3CCCC(=O)N4CC[C@@H](C1)[C@@H]34)C(=Nc1ccccc1C)N2	-4%
Cc1cc(Oc2ccc(Cl)cc2Cl)nc(C#N)n1	-1%
O=C1COc2ccc(-c3csc(-c4ccc(F)cc4)n3)cc2N1	-2%
COc1cc(OC)c(/C=C/c2nccc3ccccc23)c(OC)c1	-1%
COc1cc2nc(NC3CCN(Cc4ccccc4)CC3)nc(N3CCCN(C)CC3)c2cc1OC	-11%
CN(C)c1ccc(C2=Cc3ccccc3C2)cc1	?
Cc1ccc2oc(-c3ccc(C)c(NC(=O)COc4ccc(Cl)cc4C)c3)nc2c1	19%
COc1cc2nc(N(C)C)nc(NC3CCN(C)CC3)c2cc1OC	-30%
COc1ccc(CN2CC[C@H]3C=CC[C@@H](C(=O)NCc4cccnc4)[C@H]3C2=O)cc1OC	-16%
CN(C)c1ccc(C=Nc2ccc(/C=C/c3ccnc4ccccc34)cc2)cc1	-22%
C=C(/C=C/c1ccc(N(C)C)cc1)c1nc2ccccc2s1	-19%
C(=C\c1ccnc2ccccc12)/c1ccc2c(c1)OCO2	-5%
Cc1cccc2[nH]cc(/C=C3/C=Nc4ccccc43)c12	-2%
CCCCNC(=O)[C@@H]1CC=C[C@@H]2CCN(Cc3ccccc3)C(=O)[C@@H]21	17%
CC(C)(C)OC(=O)NS(=O)(=O)NOCc1ccccc1	-7%
C[C@H](NC(=O)OC(C)(C)C)C(=O)c1ccco1	10%
CC(=O)Nc1ccc(/C=C/c2nc3ccccc3s2)cc1	7%
COc1cc2nc(C#N)nc(N)c2cc1OC	13%
CN(C)C(=O)COc1ccccc1C(=O)OCC(=O)Nc1ccc(Oc2ccc(Br)cc2)cc1	21%
CCOc1ccc(NC(=O)c2nc(S(=O)(=O)Cc3ccccc3C)ncc2Cl)cc1	14µM*
CC(=O)N(C)c1ccc(/C=C2\C=Cc3ccccc32)cc1	?
CC(C)(C)n1ncc2c(=O)n(Cc3ccc(Cl)c(C(F)(F)F)c3)cnc21	8%
CNc1ccc(C=C2C=CC=C2)cc1	?
CCOc1ccc(NC(=O)COC(=O)c2ccccc2OCC(=O)N(C)C)cc1	10%

Arranged by value in TrxR1 inh (smallest number first): some entries from above.
structure	TrxR1 inh
C=C(/C=C/c1ccc(N(C)C)cc1)c1nc2ccccc2s1	-19%
C(=C\c1ccnc2ccccc12)/c1ccc2c(c1)OCO2	-5%
CC(N)=NCCCC(N)C(=O)O (stereo not given)	8%

Additional records:
compound	TrxR1 inh
CCCCN(CCCC)c1ccc(C=Nc2ccc(/C=C/c3ccnc4ccccc34)cc2)cc1C	-12%
CCOc1ccc(/C=C/c2cc[n+](C)c3ccccc23)cc1OCC	-15%
Nc1ccc(Cc2ccc(C=O)cc2)cc1	28%
O=C(Cc1ccc(-c2ccccc2)cc1)NO	-7%
ClC(=Nc1cccc2ccccc12)N(c1ccccc1)c1ccccc1	5%
N#Cc1ccc(/C=C2\C=Cc3ccccc32)cc1	-2%
CCNc1ccc(/C=C/c2ccnc3ccccc23)cc1	-10%[0.0914 µM]
c1cnc2[nH]ccc2c1	23%
COc1cc2nc(N3CCCCC3)nc(NC3CCN(Cc4ccccc4)CC3)c2cc1OC	1%
CCOC(=O)c1c2c(n3ccccc13)C(=O)c1ccccc1C2=O	13%
CC(C)c1ccc(NC(=O)CSc2nnc(-c3ccccc3)n2C)cc1	11%
Cc1ccccc1OCC(=O)Nc1cc(C)c(O)c(-c2nc3ccccc3o2)c1	25%
CNc1ccc(/C=C2\C=Cc3ccccc32)cc1OC	-23%
COc1cc(/C=C/c2ccnc3ccccc23)cc(OC)c1OC	-3%
O=C(COc1ccccc1C(=O)Nc1ccccc1)Nc1cccc(Cl)c1	3%
Brc1cccc[n+]1Cc1cccc(C[n+]2ccccc2Br)c1	?
CN(C)c1ccc(/C=N\Nc2ccc([N+](=O)[O-])cc2[N+](=O)[O-])cc1Br	7%
CCCCCCCCCCCCCCCC[n+]1ccc(C)c2ccccc21	?
CN(C)c1ccc(/C=C\C=C/c2ccnc3ccccc23)cc1	-6%
CCN(CC)c1ccc(/C=C/c2ccc3ccccc3n2)cc1	-6%
Cc1cc(/C=C/c2ccnc3ccccc23)ccc1N	-5%
COc1cccc(NC(=O)c2ccccc2OCC(=O)Nc2ccc(Br)cc2)c1	19%
CN(C)c1ccc(/C=C2\C=Cc3ccccc32)cc1Cl	-13%
Nc1nc(=S)[nH]c2n[nH]nc12	-10%
Cc1cc(C)c2oc(-c3cccc(NC(=O)COc4ccc(Cl)cc4C)c3C)nc2c1	8%
COc1ccc(Cl)c(Cn2cnc3c(cnn3C(C)(C)C)c2=O)c1	-7%
Nc1[nH]c(=S)[nH]c(=O)c1N	0%
O=C(C[N+]12CN3CN(CN(C3)C1)C2)c1ccc(I)cc1	-23%
CNC(=O)[C@H]1O[C@@H](n2cnc3c(NCc4cccc(I)c4)ncnc32)[C@H](O)[C@H]1O	3%
OCC(O)C[n+]1cccc(Br)c1 (stereo not given)	-13%

(list continues)
compound	TrxR1 inh
COc1cc2c(NC3CCN(C(C)C)CC3)nc(N3CCCN(C)CC3)nc2cc1OCCOCCN1CCCC1	-19%
O=C(Cc1ccc[nH]c1=O)c1ccc(F)cc1	4%
CC[N+]1(CC(=O)c2ccc(OC)cc2)CCCCC1	11%
CCc1ccc2oc(-c3ccc(C)c(NC(=O)COc4ccccc4Cl)c3)nc2c1	19%
CCN(Cc1cccc(S(=O)(=O)O)c1)c1ccc(C(=C2C=CC(=[N+](CC)Cc3cccc(S(=O)(=O)O)c3)C=C2)c2ccccc2S(=O)(=O)[O-])cc1	-4%
C=C1C=C(C(F)F)n2ncc(C(=O)NCc3ccc(F)cc3)c2N1	11%
CC1Cc2ccccc2C[N+]1(C)CC(=O)c1cccc([N+](=O)[O-])c1 (stereo not given)	-7%
CC(C)(C)n1ncc2c(=O)n(Cc3ccc(Cl)cc3C(F)(F)F)cnc21	1%
CCCCNC(=O)[C@@H]1CC=C[C@@H]2CCN(Cc3ccc(OC)c(OC)c3)C(=O)[C@@H]21	-1%
SCc1nc2ccc(Cl)cc2[nH]1	14%
COc1cc2c(NC3CCN(C)CC3)nc(N3CCCN(C)CC3)nc2cc1OCCCCCN	-12%
Cc1ccc(NC(=O)c2cc3c([nH]c2=O)CC(C)(C)CC3=O)cc1	37%[0.0914 µM]
COC(=O)[C@@H]1CCCN1S(=O)(=O)Cc1ccccc1	20%
O=C(COc1ccccc1C(=O)Nc1cccnc1)Nc1ccc(Br)cc1	16%
CN(C(=N)N)c1ccc(/C=C2\C=Cc3ccccc32)cc1	-2%
COc1cc2c(NC3CCN(C)CC3)nc(N3CCCN(C)CC3)nc2cc1OCC1CCCCN1 (stereo not given)	?
O=C(Nc1ccc([N+](=O)[O-])cc1)c1cnn2c1NC(=C1CC1)C=C2C(F)F	21%
CC(=O)Nc1ccc(-c2nnc(SCc3ccccc3)n2C)cc1	5%
CNCCCOc1cc2nc(N3CCCN(C)CC3)nc(NC3CCN(C)CC3)c2cc1OC	?
CCc1ccc2oc(-c3ccc(C)c(NC(=O)COc4ccc(Cl)cc4)c3)nc2c1	6%
CC(C)(C)n1ncc2c(=O)n(Cc3ccccc3)cnc21	6%
C(=Nc1cnc2ccccc2c1)c1ccc2ccccc2n1	13%
CN(C)C1=C2C=CC=CC2/C(=C2/C=Cc3ccccc32)C=C1 (stereo not given)	7%
Cc1ccc2c(c1)ncc[n+]2CC(=O)c1ccc(F)cc1	-8%
CCN(CC)c1ccc(/C=C/c2c(C)cnc3ccc(C)cc23)cc1	9%
CCc1ccc(C=O)cc1	-7%
CN(C)c1ccc(C=O)cc1[N+](=O)[O-]	-12%
CCOc1ccc(C(NC(C)=O)c2cc(Cl)c3cccnc3c2O)cc1 (stereo not given)	22%[0.0914 µM]
CC(C)(C)n1ncc2c(=O)n(Cc3cc(Cl)ccc3Cl)cnc21	3%
OCC(O)C(O)C(O)C(O)C=Nc1ccc(/C=C/c2ccnc3ccccc23)cc1 (stereo not given)	18%

Grouped by structure, those above with bromine
compound	TrxR1 inh
Cc1cc(Br)ccc1NC(=O)COC(=O)c1ccccc1OCC(=O)N(C)C	16%
CN(C)C(=O)COc1ccccc1C(=O)OCC(=O)Nc1ccc(Oc2ccc(Br)cc2)cc1	21%
Brc1cccc[n+]1Cc1cccc(C[n+]2ccccc2Br)c1	?
CN(C)c1ccc(/C=N\Nc2ccc([N+](=O)[O-])cc2[N+](=O)[O-])cc1Br	7%
COc1cccc(NC(=O)c2ccccc2OCC(=O)Nc2ccc(Br)cc2)c1	19%
OCC(O)C[n+]1cccc(Br)c1 (stereo not given)	-13%
O=C(COc1ccccc1C(=O)Nc1cccnc1)Nc1ccc(Br)cc1	16%

Structures from the list above that have a CF3 group, in the order listed:
compound	TrxR1 inh
CC(C)(C)n1ncc2c(=O)n(Cc3ccc(Cl)c(C(F)(F)F)c3)cnc21	8%
CC(C)(C)n1ncc2c(=O)n(Cc3ccc(Cl)cc3C(F)(F)F)cnc21	1%

Next part:
compound	TrxR1 inh
O=C(O)CCc1ccc2ccccc2c1	25%
CCCC(=O)NCCc1c2n(c3ccc(OC)cc13)Cc1ccccc1-2	33%[activator][57.1 µM]
N#CC[n+]1cccc(Br)c1	-14%
CN(C)c1cccc(-c2nnc(SCC(=O)NCc3ccco3)n2C)c1	-21%
CN(C)c1ccc(/C=C/c2ccnc3cc(Cl)cc(Cl)c23)cc1	33%[0.0914 µM]
CN(C)c1ccc(/C=C/c2ccnc3ccc(Br)cc23)cc1	-8%
CC(C)(C)[C@H]1CCC(=O)N(CCSc2ccc(Br)cc2)CC1	16%
CCNC(=O)N1CCN(/[N+]([O-])=N/Oc2ccc([N+](=O)[O-])cc2[N+](=O)[O-])CC1	14µM*
O=C(C[N+]1(CCc2ccccc2)CCOCC1)c1cccc([N+](=O)[O-])c1	30%[activator]
O=C1Cc2ccccc2C1=C1C=c2ccccc2=C1	?
OC(Cc1ccc2ccccc2n1)c1c(Cl)cccc1Cl (stereo not given)	-1%
Clc1ccc[n+](CCCCC[n+]2cccc(Cl)c2)c1	?
Cc1ccc2oc(-c3cccc(NC(=O)COc4ccc(Cl)cc4C)c3C)nc2c1	13%
COc1ccc(/C=C/c2ccnc3ccccc23)c(OC)c1	-1%
C(=C1c2ccccc2Oc2ccccc21)c1ccccc1	16%[0.0914 µM]
COc1cc(OC)c(OC)cc1/C=C/c1nc2ccccc2o1	14%
CN(C)c1ccc(C(=C2c3ccccc3-c3ccccc32)c2ccc(N(C)C)cc2)cc1	-1%
